# RXFP1 antagonist = qHTS Assay for Antagonists of the Relaxin Receptor RXFP1. Relaxin receptor 1 (Homo sapiens), Q9HBX9. HEK293-RXFP1, relaxin-stimulated cAMP HTRF, 30 min; hits give low values. activity change, negative = inhibition, % at 57.5 µM. hit rate 0.59% among 350,000. AID 1259400, 2018;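 active = activity change of -60% or lower, but not beyond a set lower limit; inconclusive = change between -60% and -40%, or beyond the set limit; inactive = change above -40%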
# Target sequence (Q9HBX9 whole entry, looked up): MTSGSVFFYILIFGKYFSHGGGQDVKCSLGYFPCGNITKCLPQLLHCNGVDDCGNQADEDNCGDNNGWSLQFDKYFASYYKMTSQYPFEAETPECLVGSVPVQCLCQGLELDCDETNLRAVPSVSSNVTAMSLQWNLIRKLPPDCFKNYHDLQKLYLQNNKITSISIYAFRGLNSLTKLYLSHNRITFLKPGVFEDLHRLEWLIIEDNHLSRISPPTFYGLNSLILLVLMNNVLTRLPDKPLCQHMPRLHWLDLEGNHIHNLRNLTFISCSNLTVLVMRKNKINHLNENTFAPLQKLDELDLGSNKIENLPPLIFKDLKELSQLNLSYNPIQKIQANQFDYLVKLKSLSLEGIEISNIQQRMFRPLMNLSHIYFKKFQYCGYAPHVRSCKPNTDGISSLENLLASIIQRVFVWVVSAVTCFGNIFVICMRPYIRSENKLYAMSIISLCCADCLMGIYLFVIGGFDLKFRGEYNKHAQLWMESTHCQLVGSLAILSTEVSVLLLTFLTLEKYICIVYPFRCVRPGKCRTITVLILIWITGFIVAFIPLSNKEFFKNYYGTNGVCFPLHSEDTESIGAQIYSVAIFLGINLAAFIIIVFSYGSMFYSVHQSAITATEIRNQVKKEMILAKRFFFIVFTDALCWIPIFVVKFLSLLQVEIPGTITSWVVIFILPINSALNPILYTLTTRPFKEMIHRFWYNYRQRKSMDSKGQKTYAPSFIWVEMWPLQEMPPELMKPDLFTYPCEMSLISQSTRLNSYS
# The depositor's hits bear a star; ? = inconclusive. % is set by controls: 0 for no effect and ±100 for the full control effect.
# A first look (2 entries):
SMILES,RXFP1 antagonist
CN(C(=O)c1ccc(NC(=O)Cc2ccccc2)cc1)c1ccccc1,-7.2
CN1CCC(C(=O)C(=O)O)C1=O (stereo not drawn),-1.6

# All compounds of this part, from the first entry:
SMILES,RXFP1 antagonist
CN(C(=O)c1ccc(NC(=O)Cc2ccccc2)cc1)c1ccccc1,-7.2
CN1CCC(C(=O)C(=O)O)C1=O (stereo not drawn),-1.6
Cc1ccc(C(=O)NCC(=O)NCC(=O)OCc2ccc(Oc3ccc([N+](=O)[O-])cc3)cc2)cc1,-2.5
CCc1ccc(NC(=O)CN2CCN(c3ccc(OC)cc3)CC2)cc1,-23.5
CC(COc1ccccc1)OC(=O)Nc1ccccc1 (stereo not drawn),-15.5
CCOC(=O)N1CCN(C(=O)c2cccc(S(=O)(=O)Nc3ccc(F)cc3)c2)CC1,-8.5
O=C(O)c1ccccc1CC(CCc1ccccc1)C(=O)O (stereo not drawn),-9.3
Cc1cc(NC(=O)CSCC(=O)Nc2cc(C(F)(F)F)ccc2N2CCCCC2)no1,-11.3
Cc1c(C(=O)c2ccc3c(c2)OCO3)ccc2c1OCO2,-16.7
CC(C)(C)c1ccc(OCC(O)CN2CCOCC2)cc1 (stereo not drawn),-6.1
COc1cc(N2C(=O)C=CC2=O)ccc1N1C(=O)C=CC1=O,?
CCC1CCC/C1=N\NC(=O)c1ccccc1C (stereo not drawn),-17.8
O=c1cc(-c2ccccc2)n(S(=O)(=O)c2ccc3ccccc3c2)o1,3.4
COc1ccc([C@H]2C[C@H](O)[C@@H](n3cc(-c4ccc(F)cc4)nn3)CN2C(=O)c2cccs2)cc1,-12.5
Cc1cccc2nc3ccccc3cc12,-15.5
CCOC(=O)/C=C1/SCC(=O)N1CC(=O)c1ccc[nH]1,-14.0
O=C1C(=Cc2ccco2)CCCC1=Cc1ccco1,-27.4
O=C(Cn1sc2ccccc2c1=O)Nc1ccc(Cl)cc1,-18.6
COc1ccc(NS(=O)(=O)c2cccc(C(=O)NNC(=O)CNC(=O)c3ccccc3Cl)c2)cc1,-1.5
CN(CC(=O)NC1CCCC1)S(=O)(=O)c1cccc(Cl)c1,-7.9
COc1cccc(NC(=O)COC(=O)c2ccc3ccccc3n2)c1,8.3
O=c1[nH]c2cc(Cl)c(Cl)cc2o1,-8.0
CC1(C)CCC(=NNC(N)=S)CC1,3.5
CCN(c1ccccc1)S(=O)(=O)c1cccc(C(=O)NCC(c2ccc(OC)cc2)N2CCCCC2)c1 (stereo not drawn),0.3
COc1ccc2c(C)cc(SCC(=O)NC3CCCCC3)nc2c1,-9.5

# Sorted by SMILES length (ascending): part of the list above.
SMILES,RXFP1 antagonist
Cc1cccc2nc3ccccc3cc12,-15.5
CC1(C)CCC(=NNC(N)=S)CC1,3.5
CCC1CCC/C1=N\NC(=O)c1ccccc1C (stereo not drawn),-17.8
O=C1C(=Cc2ccco2)CCCC1=Cc1ccco1,-27.4
CC(C)(C)c1ccc(OCC(O)CN2CCOCC2)cc1 (stereo not drawn),-6.1
O=C(Cn1sc2ccccc2c1=O)Nc1ccc(Cl)cc1,-18.6
Cc1c(C(=O)c2ccc3c(c2)OCO3)ccc2c1OCO2,-16.7
COc1ccc2c(C)cc(SCC(=O)NC3CCCCC3)nc2c1,-9.5
CN(CC(=O)NC1CCCC1)S(=O)(=O)c1cccc(Cl)c1,-7.9
CCc1ccc(NC(=O)CN2CCN(c3ccc(OC)cc3)CC2)cc1,-23.5
O=c1cc(-c2ccccc2)n(S(=O)(=O)c2ccc3ccccc3c2)o1,3.4
Cc1cc(NC(=O)CSCC(=O)Nc2cc(C(F)(F)F)ccc2N2CCCCC2)no1,-11.3
CCOC(=O)N1CCN(C(=O)c2cccc(S(=O)(=O)Nc3ccc(F)cc3)c2)CC1,-8.5
COc1ccc(NS(=O)(=O)c2cccc(C(=O)NNC(=O)CNC(=O)c3ccccc3Cl)c2)cc1,-1.5
CCN(c1ccccc1)S(=O)(=O)c1cccc(C(=O)NCC(c2ccc(OC)cc2)N2CCCCC2)c1 (stereo not drawn),0.3
COc1ccc([C@H]2C[C@H](O)[C@@H](n3cc(-c4ccc(F)cc4)nn3)CN2C(=O)c2cccs2)cc1,-12.5

# Following part:
SMILES,RXFP1 antagonist
CCN(CC)CCCC(C)Nc1nccc2cccc(Cl)c12 (stereo not drawn),2.2
COc1ccc(OC)c(Cc2cnc3nc(N)nc(N)c3c2C)c1,-10.5
NC(=S)NN=Cc1nccc2c(C(F)(F)F)cccc12,5.5
OC1COCOC1C(O)C1OCOCC1O (stereo not drawn),-7.3
Cc1cc(C)n2nc(SCC(=O)NC(=O)c3ccccc3)nc2n1,8.6
OCC1OC(n2ccc3c(SCc4ccccc4)ncnc32)C(O)C1O (stereo not drawn),-7.9
COc1ccc(CC2(CO)COc3ccccc3C2=O)cc1 (stereo not drawn),10.0
OCC1OC(n2ccc3c2ncn2ncnc32)C(O)C1O (stereo not drawn),4.2
O=C(COC(=O)CCC(=O)c1cccs1)NCCc1ccccc1,-5.7
O=C(CC1CCCC1)N1CCN(S(=O)(=O)c2cccc(F)c2)CC1,-4.3
O=S(=O)(c1ccccc1)N1CCN(CCOc2ccc(F)cc2)CC1,-0.9
Cc1cc(C)c(OCCOCCN2CCCC2)c(C)c1,-0.7
Cc1noc(C)c1S(=O)(=O)N(C)C[C@H]1OCc2cnnn2CCCC(=O)N([C@H](C)CO)C[C@@H]1C,-0.4
O=C(NCc1ccccn1)C1CCN(C2CCN(Cc3cccc(F)c3)CC2)CC1,2.5
CC(=O)N(CC(O)CN(C(C)=O)c1c(I)c(C(=O)NCC(O)CO)c(I)c(C(=O)NCC(O)CO)c1I)c1c(I)c(C(=O)NCC(O)CO)c(I)c(C(=O)NCC(O)CO)c1I (stereo not drawn),-8.4
CCCCCC(=O)N1C[C@@H](O)[C@H](n2cc(COC(=O)c3ccccc3)nn2)C[C@@H]1c1ccccc1,2.0
CC(C)(C)OC(=O)N1CCc2onc(-c3ccccc3F)c2C1=O,-4.1
Cc1ccc(NC(=S)N2CCC(C(=O)c3ccc(F)cc3)CC2)cc1C,-3.8
COc1ccc(NC(=O)N(C)C[C@@H]2OCc3cnnn3CCCC(=O)N([C@H](C)CO)C[C@H]2C)cc1,-4.3
C=CCn1c(-c2cccn(Cc3ccccc3)c2=O)n[nH]c1=S,-3.0
O=C(CNC(=O)c1ccc(Br)o1)NCC1COc2ccccc2O1 (stereo not drawn),3.2
Cc1cc(C(=O)COc2ccc(Br)cc2F)c(C)n1CC1CCCO1 (stereo not drawn),1.3
COc1ccc(C(=O)O)cc1S(=O)(=O)Nc1cc(C(F)(F)F)ccc1N1CCCCC1,-9.1
CC(C)OC(=O)N(C)C[C@@H]1OCc2cn(nn2)CCCC(=O)N([C@H](C)CO)C[C@H]1C,7.7
O=C(Cc1ccccc1)c1ccc(O)cc1,16.5
# Following part:
SMILES,RXFP1 antagonist
COc1ccc(-c2cc(=O)c3c(C)cc(O)cc3o2)cc1,-2.4
Cc1ccc([C@H]2C[C@@H](n3cc(C4CC4)nn3)[C@H](O)CN2C(=O)C2CCCCC2)cc1,2.0
C[C@@H]1CCCCO[C@@H](CN(C)C(=O)Nc2ccc3c(c2)OCO3)[C@@H](C)CN([C@H](C)CO)C(=O)c2cc(N(C)C)ccc2O1,-3.1
O=C(NC1CCCCCCC1O)c1ccccc1 (stereo not drawn),-1.3
CCCc1cc(NCCOCCO)n2c(nc3ccccc32)c1C#N,-3.8
CCCc1nnn(S(=O)(=O)c2ccc([N+](=O)[O-])cc2)c1CCC,1.2
CCOC(=O)C(C#N)=C1CCC=C(C)C1,1.8
CCN(C(=O)CSc1nc(C)c(C)c(C)n1)C1CCS(=O)(=O)C1 (stereo not drawn),8.3
N#Cc1ccc(S(=O)(=O)NC[C@H]2O[C@@H](n3ccc(N)nc3=O)[C@H](O)[C@@H]2O)cc1,-3.5
C/C(=N/NC(=O)c1ccncc1)C(=O)O,1.5
CCn1c(CC(=O)Nc2ccccc2F)nnc1SCC(=O)NC1=NCCS1,-8.7
CCCN1CCCC[C@H]1C(=O)Nc1c(C)cccc1C,7.0
COCc1cc(=O)n2[nH]c(C)c(-c3ccc(Cl)cc3)c2n1,-0.3
O=C1CSC(=S)N1N=Cc1cccc2ccccc12,-14.1
C[C@@H]1CN([C@@H](C)CO)C(=O)c2cc(NS(C)(=O)=O)ccc2O[C@@H](C)CCCCO[C@H]1CN(C)Cc1ccc2c(c1)OCO2,7.6
N#Cc1c(N)nc(SC2CCCCC2=O)c(C#N)c1-c1ccco1 (stereo not drawn),-9.4
CC(=O)N1CCN(S(=O)(=O)c2cccc(C(=O)OCc3ccc(F)cc3)c2)CC1,2.2
CC(C)C(NC(=O)c1ccccc1NC(=O)C(C)(C)C)C(=O)N1CCOCC1 (stereo not drawn),-7.5
COc1ccc(-c2cnc3c(c2)C(=O)N([C@H](C)CO)C[C@@H](C)[C@@H](CN(C)C(=O)NC2CCCC2)O3)cc1,1.4
Cn1cnc([N+](=O)[O-])c1S(=O)(=O)Nc1ccccc1,19.6
Cc1ccc(S(=O)(=O)/N=C(/Nc2ccccc2C)c2ccccc2)cc1,8.9
N#Cc1cc([N+](=O)[O-])ccc1NC(=O)CSc1n[nH]c(=O)[nH]c1=O,6.6
Cn1c(=O)c2c(ncn2CC(=O)O)n(C)c1=O,10.5
O=C1OC(c2ccc3ccccc3c2O)(c2ccc3ccccc3c2O)c2ccccc21,?
C[C@@H]1CCCCO[C@@H](CN(C)C(=O)CCC(F)(F)F)[C@@H](C)CN([C@H](C)CO)C(=O)c2cc(N(C)C)ccc2O1,6.2
# New compounds follow
SMILES,RXFP1 antagonist
Cc1cc(C)n2nc(C(=O)OCC(=O)N(CC(C)C)C3CCS(=O)(=O)C3)nc2n1 (stereo not drawn),-17.6
CC(C)(C)OC(=O)NCc1ccc(CNC(=O)c2[nH]cnc2C(=O)Nc2ccccc2F)cc1,4.2
Cc1nc(N)nc(Cl)c1CCC1OCCO1,-1.5
CCN(CC)C(=O)C1=C(C)N(Cc2ccc(F)cc2)C(=O)C(CC(=O)NC2CCCCC2)C1 (stereo not drawn),5.9
COc1ccc(C2C(C)C(=O)C(C)C(c3ccc(OC)cc3)N2N=O)cc1 (stereo not drawn),1.7
O=C(COC(=O)Cc1ccc(Cl)cc1)NCc1cccs1,8.2
COc1cc(CCC(=O)OCC(=O)NCCc2ccc(S(N)(=O)=O)cc2)cc(OC)c1OC,2.1
COc1ccc(C(=O)NN/C=C/C(=O)c2ccc(Br)cc2)cc1,4.0
Cc1ccc(-c2csc(C(C#N)=C(O)CN3CCN(C(=O)c4ccco4)CC3)n2)cc1,-38.4
CC(C)NC(=O)C1(N2C(=O)c3ccccc3C2=O)CCCC1,-14.8
Cc1cc(C)cc(OCC(=O)OCC(=O)Nc2cc(S(=O)(=O)N3CCOCC3)ccc2Cl)c1,3.0
Cc1cc(C)c(NC(=O)COC(=O)C23CC4CC(CC(O)(C4)C2)C3)c(Cl)c1,-10.1
O=C(CNC(=O)c1ccc2c(c1)OCO2)NCCOc1ccc(Cl)cc1,1.2
CC(C)(C)NC(=O)CN(C(=O)CCC(=O)Nc1nccs1)c1ccccc1F,1.2
Cc1cc(C)cc(-c2nnc(SCC(=O)NCC3CCCO3)o2)c1 (stereo not drawn),-7.4
COc1cc(C(=O)N2CCOCC2)cc(OC)c1OC,10.5
COc1ccc(CNC(=O)CCNC(=O)C2CCN(S(=O)(=O)c3ccc(OC)cc3)CC2)cc1,2.2
COc1ccc2c(CC(=O)NNC(=O)c3ccc(C)cc3)coc2c1,-2.2
O=[N+]([O-])c1ccccc1S(=O)(=O)Nc1ccc(S(=O)(=O)N2CCCC2)cc1,-10.7
O=C(COC(=O)C1COc2ccccc2O1)c1ccccc1 (stereo not drawn),16.1
CN(N=Cc1ccccc1)C(=S)Nc1ccccc1,1.0
CCCCN(C(=O)c1cc(S(=O)(=O)N2CCOCC2)ccc1F)c1c(N)n(CCCC)c(=O)[nH]c1=O,2.0
C[C@@H]1CN([C@H](C)CO)C(=O)c2c(c3ccccc3n2C)-c2ccccc2CO[C@H]1CN(C)C(=O)Cc1ccccc1,-1.7
CCOC(=O)N1CCN(c2ccc(S(=O)(=O)N3CCOCC3)cn2)CC1,-18.2
Cc1c(NC(=O)COC(=O)c2cccc(F)c2)c(=O)n(-c2ccccc2)n1C,5.4
# Additional entries follow:
SMILES,RXFP1 antagonist
Cc1c(C(=O)Nc2cccc(S(=O)(=O)N3CCOCC3)c2)oc2ccc(Br)cc12,1.0
Clc1ccc2nc3ccccc3cc2c1,-3.8
C[C@H](NC(=O)c1ncn2c1c(=O)[nH]c1ccccc12)c1ccccc1,5.6
CCOc1ccc(Nc2ccc(S(=O)(=O)N3CCOCC3)cc2[N+](=O)[O-])cc1,2.8
CCC1NC(=O)c2cccnc2-n2c1nc1cc(F)ccc1c2=O (stereo not drawn),4.8
Cc1ccc(C(C)C)c(OCC(=O)OCC(=O)NC2CC2)c1,-13.4
CCN1C(=O)CC(SC2CC(=O)N(CC)C2=O)C1=O (stereo not drawn),5.2
NC(=O)c1ccc(NC(=O)COC(=O)CCN2C(=O)c3ccccc3C2=O)cc1,0.0
CC(=O)Nc1cccc(NC(=O)C2CCCO2)c1 (stereo not drawn),-5.2
Cc1ccc(S(=O)(=O)N2CCCCC2)cc1NC(=O)C1COc2ccccc2O1 (stereo not drawn),-2.2
CCN(CC)CCNc1ccc(CO)c2oc3cc(Cl)ccc3c(=O)c12,-2.0
Cc1ccc([C@H]2N[C@]3(CCCN(Cc4ccc(F)cc4)C3=O)[C@H]3C(=O)N(Cc4ccccc4)C(=O)[C@@H]23)cc1,3.7
O=C(CN1C(=O)NC2(CCCC2)C1=O)NCc1cccc(Cl)c1,-12.6
CCOC(=O)C1=C(COC(=O)c2ccc(Br)c(S(=O)(=O)N3CCOCC3)c2)NC(=O)NC1C (stereo not drawn),1.7
O=C(CNC(=O)c1ccccc1)OC(C(=O)O)c1ccc(F)cc1 (stereo not drawn),8.6
COc1ccc(C(=O)NC(C)c2cccnc2)cc1S(=O)(=O)N(C)Cc1ccccc1 (stereo not drawn),-0.7
CCC(=O)Nc1cc2c(cc1Cl)-c1ccccc1C2,5.4
CN(C)CC1CC/C(=C\c2ccc(O)cc2)C1=O (stereo not drawn),?
N#Cc1ccccc1OCC(=O)NNC(=O)CCC1CCCC1,-12.9
CN(c1ccc(C(=O)COC(=O)C2CC2)cc1)S(C)(=O)=O,-5.9
O=C(Nc1ccc(Cl)cn1)c1cccc(S(=O)(=O)N2CCCCCC2)c1,6.7

# These rows are one share of the data; the hit share may differ from the screen's.
